ALOX12 inh: Primary qHTS assay for inhibitors of human arachidonate 12S-lipoxygenase (ALOX12): Round 2; Polyunsaturated fatty acid lipoxygenase ALOX12 (Homo sapiens), P18054; purified 12hLO, xylenol orange hydroperoxide absorbance; Potency, µM (titrated, usually from 108 µM), without a hit: top-dose activity change, negative = inhibition, most hits filed as inhibitors; 580,000 compounds, 1.1% hits; AID 1671190, 2021; active = well fitted inhibition curve with a large enough effect; inconclusive = small, poorly fitted or top-dose-only effect, or another doubt; inactive = no such curve, though single readings can be large or run the other way; note: potency is the fitted concentration of half-maximal effect
Target sequence (P18054 whole entry, looked up): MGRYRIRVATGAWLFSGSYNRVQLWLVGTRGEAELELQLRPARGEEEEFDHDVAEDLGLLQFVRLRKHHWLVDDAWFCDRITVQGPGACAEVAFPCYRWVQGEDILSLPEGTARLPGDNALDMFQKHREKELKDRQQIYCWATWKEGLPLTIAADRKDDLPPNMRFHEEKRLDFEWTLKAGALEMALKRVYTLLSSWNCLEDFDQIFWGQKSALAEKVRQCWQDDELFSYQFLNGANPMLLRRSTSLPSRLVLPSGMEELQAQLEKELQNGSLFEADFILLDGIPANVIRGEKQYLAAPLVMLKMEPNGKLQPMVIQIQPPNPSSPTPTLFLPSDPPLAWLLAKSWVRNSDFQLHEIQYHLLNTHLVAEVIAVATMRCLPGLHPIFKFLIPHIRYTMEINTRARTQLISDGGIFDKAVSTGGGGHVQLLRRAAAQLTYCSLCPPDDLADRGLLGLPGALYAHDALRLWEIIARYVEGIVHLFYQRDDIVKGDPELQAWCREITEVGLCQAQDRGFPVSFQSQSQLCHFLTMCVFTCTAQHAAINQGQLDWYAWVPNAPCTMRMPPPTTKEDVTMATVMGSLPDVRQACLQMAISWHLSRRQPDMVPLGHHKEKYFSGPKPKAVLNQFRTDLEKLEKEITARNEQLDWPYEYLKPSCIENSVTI
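Purified human 12hLO at 150 nM in 25 mM Hepes, 0.01% Triton X-100, pH 7.0, preincubated 15 min at room temperature with compound. Reaction started with 40 uM arachidonic acid, 30 min at room temperature. Hydroperoxide measured by Fe-xylenol orange, 573/405 nm absorbance ratio.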
LDHA block: qHTS assay for inhibitors of human lactate dehydrogenase | L-lactate dehydrogenase A chain (Homo sapiens), P00338 | purified LDHA, NADH/diaphorase-resazurin fluorescence; stronger effect = lower value | 480,000 compounds, 0.15% hits | activity change, % (values are at about 110 or 230 µM); in the data active = activity change below about -30%; inconclusive = mostly about -25% to -30%;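 note: plate controls were DMSO wells for no effect and wells without enzyme for full effect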
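Resorufin fluorescence (ex540/em590), read at 0 and 20 min after diaphorase/resazurin addition, reports the NADH left after a 5 min room-temperature reaction of 2 nM human LDH5 with 0.06 mM NADH and 0.2 mM pyruvate.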
* = called active by the depositor; ? = inconclusive; [ ] = remark or other dose. Unless noted, % is set by controls: 0 for no effect and ±100 for the full control effect. Some of the compounds tested. The share of hits here may be higher or lower than overall.

SMILES | ALOX12 inh | LDHA block
CC(CC(=O)Nc1ccccc1)(C(=O)O)c1ccccc1 (configuration not stated) | ? | 5
CCOc1ccc(NC(=O)CC2C(=O)Nc3nc4ccccc4n32)cc1 (configuration not stated) | 23% | -1
CCOC(=O)COc1ccc(Br)cc1/C=C1\NC(=O)NC1=O | -33% | -4
CCCNC(=O)C1CCN(c2nnc(-n3cccc3CNc3ccc(OCC)cc3)s2)CC1 | -19% | -2
Cc1cccc(C)c1NC(=O)C1(C)CN(S(C)(=O)=O)CC(=O)N1Cc1ccco1 (configuration not stated) | -3% | 0
CC1(C)CC(C(CC(=O)O)Cc2ccccc2)CCO1 (configuration not stated) | 4% | 2
CCOC(=O)c1cnc2ccc(OC)cc2c1Nc1cccc(Cl)c1C | 4% | 2
Cc1cc2oc(=O)cc(Cn3nc(C)c(C)c(C#N)c3=O)c2cc1C | ? | -5
CC(=O)c1ccc(NC(=O)COC(=O)Cc2cccc3ccccc23)cc1 | 7% | 1
CCCn1nc(C(=O)OC(C)C(=O)NCc2ccc(F)cc2)c2ccccc2c1=O (configuration not stated) | -31% | 2
CC(C)C(=O)N(Cc1ccc2cc[nH]c2c1)C1CC1 | -4% | 4
CCOC(=O)C1=C(C)OC(n2cccc2)=C(C#N)C1c1ccc(OC)c(OC)c1 (configuration not stated) | 9% | 13
CCc1ccccc1N1CNc2c(sc3nc(C)cc(COC)c23)C1=O | -18% | 8
Cc1ccccc1S(=O)(=O)NC(=O)C1(C)CCN1C(=O)Cc1ccc(Cl)cc1Cl (configuration not stated) | -8% | -7
Cc1oc(-c2ccccc2)nc1CC(=O)NCCc1cccc(F)c1 | ? | 2
CNc1cncc(-c2ccc(OC)c(OC)c2)n1 | -23% | 4
C=CCN(CC=C)S(=O)(=O)c1cccc2nsnc12 | 0% | -1
O=C(N[C@H]1CC[C@H](CC(=O)N2CCCCC2)O[C@@H]1CO)c1cccc(F)c1 | ? | -1
CCOc1ccccc1Nc1nc(N)c(C(=O)c2ccc(CC)cc2)s1 | -22% | 9
Cn1c(=O)[nH]c(=O)c2c1nc(N1CCN(Cc3ccccc3Cl)CC1)n2C/C=C/c1ccccc1 | 10% | 3
NC(=O)c1ccc(S(=O)(=O)N2CCN(c3nc(-c4cccnc4)nc4ccccc34)CC2)cc1 | 10% | 7
C/C(=N/Nc1ccccc1C(F)(F)F)c1ccccc1Br | ? | -4
NC(c1ccccc1)c1csc(Nc2ccc(C(=O)c3ccccc3)cc2)n1 (configuration not stated) | ? | -3
CCOC(=O)C1=CCC(c2ccccc2)N(S(=O)(=O)c2ccccc2)C1 (configuration not stated) | 3% | -1
COCCNc1nc2c(c(=O)[nH]c(=O)n2C)n1Cc1ccccc1Cl | 43%[activator] | -16
O=C(Nc1ccccc1C(F)(F)F)c1ccc(Cl)cc1 | -13% | 10
COCCn1c(SCC(=O)N(C)CCOc2ccc(Cl)cc2)nnc1-c1ccc(Cl)cc1 | -30% | 9
CCOC(=O)C(C)Oc1ccc2c(-c3ccccc3)cc(=O)oc2c1 (configuration not stated) | 13% | -11
Cc1ccc(C(=O)CCC(=O)O)s1 | ? | 1
COc1ccc(N2CC(c3nnc(NC(=O)CC(C)(C)C)s3)CC2=O)cc1 (configuration not stated) | -13% | -7
CC1=C(C(N)=O)C(c2cccnc2)n2nc(SCc3ccccc3F)nc2N1 (configuration not stated) | 13% | 6
O=C(CN1CCN(c2ncccc2C(F)(F)F)CC1)NC1CC1 | 6% | -10
N#Cc1ccc(OC(=O)Cc2ccc3c(c2)OCCO3)cc1 | 14% | -13
CCOc1cc(C2/C(=C(\O)c3ccc(Cl)cc3)C(=O)C(=O)N2c2cc(C)on2)ccc1O (configuration not stated) | 16µM* | 11
CCCC(NC(=O)Cc1n[nH]c(=O)c2ccccc12)c1ccccc1 (configuration not stated) | -5% | -11
Cc1cccc(C)c1OCCCOc1ccccc1/C=N/NC(=O)c1cccc(Cl)c1 | -35% | 3
CCC(=O)Nc1ccc(Cl)c(NC(=O)c2ccc3c(c2)OCCO3)c1 | 43% | 0
CC(C)c1nc(OCC(=O)NCCc2ccccc2)c(C#N)c2c1CCCC2 | -22% | 2
CCSC1=N/C(=C\c2sccc2C)C(=O)S1 | -30% | 8
CCS(=O)(=O)NC(C)C(=O)O (configuration not stated) | 6% | 0
CCC(C(=O)NCc1ccc(C)cc1)N1C(=O)CCn2nc(C)cc21 (configuration not stated) | 1% | 5
COC(=O)c1sc(=S)n(-c2cccc(OC)c2)c1N | 13µM* | 5
COc1ccc(NC(=O)c2ccc3nc(C)c(N(C)C(=O)CCc4ccccc4)n3c2)cc1OC | 4% | -17
CC(C)C(C(=O)NCc1ccccc1)N1CCN(C(=O)C2CCCO2)CC1 (configuration not stated) | 3% | 4
COc1ccc(/C=C/C(=O)OCCCC(c2ccc(F)cc2)c2ccc(F)cc2)cc1OC | -7% | 0
Clc1nnc(-c2ccccc2)n1C1CC1 | ? | -5
C[C@@H](NC(=O)[C@H]1O[C@@H](n2cnc3c(N)ncnc32)[C@H](O)[C@@H]1O)c1cccc2ccccc12 | -12% | 0
c1ccc(-c2nc(SCc3ncc(-c4ccccc4)o3)n[nH]2)cc1 | 7% | 5
Cn1c(=O)c2c(ncn2CC(=O)OCC(=O)NC(=O)c2ccccc2)n(C)c1=O | 2% | -9
Cc1noc(N)c1C(=O)OCc1csc(-c2ccc(F)cc2)n1 | -9% | 7
Later entries:
SMILES | ALOX12 inh | LDHA block
CC(C)NC(=S)NNC(=O)C1CC1 | 42%[activator] | 0
CCOc1ccc(-c2cc(C(=O)NCc3cc(OC)cc(OC)c3)[nH]n2)c(C)c1 | 4% | -1
COc1ccc(C2C=CC(=O)CC2)c(OC)c1 (configuration not stated) | -10% | 4
CCC(CC)c1nnc(NC(=O)c2cc(S(=O)(=O)N(C)C)ccc2Cl)s1 | 9% | 19
CCOc1cccc(/C=C2/Cc3c(O)cccc3C2=O)c1 | ? | -1
O=C(O)/C=C/c1ccccc1OCc1ccccc1 | ? | -1
CCOc1ccccc1NC(C)C(=O)N(C)Cc1cccc(F)c1 (configuration not stated) | -3% | 2
CCn1nc(C(=O)OC(C)C(=O)Nc2cccc(S(=O)(=O)N(C)C)c2)c2ccccc2c1=O (configuration not stated) | 6% | 0
COc1ccc(C(=O)N2CCCCC2c2cc(C(=O)NCc3ccc(F)cc3)no2)cc1 (configuration not stated) | 3% | -2
Cc1cc(C)cc(NC(=O)C(Sc2nnnn2C2CCCC2)c2ccccc2)c1 (configuration not stated) | ? | 2
COCCn1cnc2c1c(=O)n(CC(=O)Nc1cc(F)ccc1F)c(=O)n2Cc1ccccc1 | 4% | -16
Cc1nc(-c2ccccc2)sc1C(=O)Nc1ccccc1 | ? | 3
COc1ccc(-c2nc3nc(C)cc(N4CCCCCC4)n3n2)cc1 | 15% | 3
CCCc1c(C(=O)NCCc2ccccc2)nnn1-c1ccccc1 | 0% | 0
CC(C(=O)NC1CCCC1)n1c(-c2ccncc2)nc2ccccc21 (configuration not stated) | 1% | -1
CCN(CC)c1ccc([N+](=O)[O-])cc1C(=O)NCc1coc(-c2cccs2)n1 | -62% | -6
COC(=O)[C@@]12C[C@@H](CC(=O)NCc3cccs3)C(=O)N(CCc3ccc(OC)c(OC)c3)C1=CCC(C)(C)C2 | 12% | 2
CC1SC2(NC1=O)C1CC3CC2CC(O)(C3)C1 (configuration not stated) | 2% | 2
CC(=O)Nc1ccc(-c2ccnc3c2CC(C)(C(=O)NCC2CC2)O3)cc1 (configuration not stated) | 5% | -2
CS(=O)(=O)NNc1ccc(S(N)(=O)=O)cc1[N+](=O)[O-] | -33% | 16

2 compounds picked at random from the list so far:
SMILES | ALOX12 inh | LDHA block
Cc1nc(-c2ccccc2)sc1C(=O)Nc1ccccc1 | ? | 3
COc1ccc(-c2nc3nc(C)cc(N4CCCCCC4)n3n2)cc1 | 15% | 3

(continued)
SMILES | ALOX12 inh | LDHA block
CCc1nc2c(OCc3cccc(Cl)c3)cccn2c1N(C)C(=O)Nc1ccccc1OC | 3% | -2
O=C(COC(=O)C1CCN(c2ccc(C(F)(F)F)cn2)CC1)Nc1ccc(C(F)(F)F)cc1 | ? | 3
COc1cc2c(cc1OC)[C@H](C)N(C(=O)c1ccc(F)cc1)CC2 | -17% | -14
O=C(CSCc1coc(-c2ccc(Cl)cc2)n1)NC1CCCCCC1 | 2% | 7
CCOC(=O)c1ccc(NC(=O)c2ncoc2-c2cccc(OC)c2)cc1 | ? | 2
Cc1ccc(C(=O)/C(=C/c2ccc(F)cc2)c2nc3ccccc3o2)cc1 | 7% | 1
CC(C)c1ccc(CN2CCC2(C)C(=O)Nc2ccc3c(c2)OCO3)cc1 (configuration not stated) | 2% | 9
CCCCc1ccc(-c2cc(C(=O)NC3CC3)c3cc(Br)ccc3n2)cc1 | -17% | -9
CC(C)c1nnc(NC(=O)NCC(O)c2ccc(F)cc2)s1 (configuration not stated) | 15% | 3
O=C(CSc1nc2sccc2c(=O)n1-c1ccccc1)NC1CCCC1 | -13% | 5
CCN(c1ccc(NC(=O)Cn2cnc3c2c(=O)n(C)c(=O)n3C)cc1)C(C)C | -6% | -6
CCNC(=O)C1(C)CCCN(C(=O)c2ccc3sccc3c2)C1 (configuration not stated) | 1% | -4
O=C(Nc1cccc(-c2nc3ccccc3s2)c1)[C@@H]1CCCN1C(=O)c1cccs1 | 40µM* | 9
CSCCC(NC(=O)CCNC(=O)c1ccccc1)c1nnc2ccccn12 (configuration not stated) | 0% | -7
CC1(c2nnnn2Cc2ccccc2)CCC(=O)N1CC(F)(F)F (configuration not stated) | ? | -1
COc1ccc(-n2nnnc2C(C)(C)Nc2ccc(C)cc2)cc1OC | -56% | -8
CCC(NC(=O)C(C)c1ccc(-c2ccccc2)c(F)c1)C(=O)O (configuration not stated) | ? | -4
COc1ccc(C(C)NC(=O)CCc2ncc(-c3c(F)cccc3F)o2)cc1F (configuration not stated) | -2% | -24
Cn1c(=O)c2c(ncn2CC(=O)N2CCN(C(c3ccccc3)c3ccccc3)CC2)n(C)c1=O | 67%[activator] | ?
Cc1ccc(NC(=O)C(Sc2ccccc2)c2ccccc2)cc1C (configuration not stated) | 4% | 10
CCOC(=O)CCNC(=O)NCCC1CCN(C(=O)Nc2cccc(Cl)c2)CC1 | -4% | -3
CC(C)(CC(=O)O)CC(=O)Nc1ccccc1C(C)(C)C | ? | -4
Cc1cc2c(c(SCC(=O)Nc3cccc(C(F)(F)F)c3)n1)C(=O)OC2 | 24% | 3
O=C(NCc1ccccc1Cl)[C@H]1CCCN1C(=O)[C@H]1CCCN1C(=O)c1cccs1 | -1% | -2
COc1ccc(-c2nc(C)c(CCNC(=O)C(=O)Nc3ccc(F)cc3F)s2)cc1OC | -4% | 0
CCc1cccc(NC(=O)Cn2c(=O)c3c(ncn3C3CCCC3)n(Cc3ccccc3)c2=O)c1 | -18% | 10
COc1cccc2cc(C(=O)Nc3ccccc3O)c(=O)oc12 | -3% | 6
N#Cc1nc(-c2ccco2)oc1NCc1ccc(Cl)cc1 | ? | 1
COCCNc1nc(Oc2cccc(NC(C)=O)c2)c2sccc2n1 | -3% | -4

Compounds from the list above that contain a Cl atom:
SMILES | ALOX12 inh | LDHA block
CCOC(=O)c1cnc2ccc(OC)cc2c1Nc1cccc(Cl)c1C | 4% | 2
Cc1ccccc1S(=O)(=O)NC(=O)C1(C)CCN1C(=O)Cc1ccc(Cl)cc1Cl (configuration not stated) | -8% | -7
Cn1c(=O)[nH]c(=O)c2c1nc(N1CCN(Cc3ccccc3Cl)CC1)n2C/C=C/c1ccccc1 | 10% | 3
COCCNc1nc2c(c(=O)[nH]c(=O)n2C)n1Cc1ccccc1Cl | 43%[activator] | -16
O=C(Nc1ccccc1C(F)(F)F)c1ccc(Cl)cc1 | -13% | 10
COCCn1c(SCC(=O)N(C)CCOc2ccc(Cl)cc2)nnc1-c1ccc(Cl)cc1 | -30% | 9
CCOc1cc(C2/C(=C(\O)c3ccc(Cl)cc3)C(=O)C(=O)N2c2cc(C)on2)ccc1O (configuration not stated) | 16µM* | 11
Cc1cccc(C)c1OCCCOc1ccccc1/C=N/NC(=O)c1cccc(Cl)c1 | -35% | 3
CCC(=O)Nc1ccc(Cl)c(NC(=O)c2ccc3c(c2)OCCO3)c1 | 43% | 0
Clc1nnc(-c2ccccc2)n1C1CC1 | ? | -5
CCC(CC)c1nnc(NC(=O)c2cc(S(=O)(=O)N(C)C)ccc2Cl)s1 | 9% | 19
CCc1nc2c(OCc3cccc(Cl)c3)cccn2c1N(C)C(=O)Nc1ccccc1OC | 3% | -2
O=C(CSCc1coc(-c2ccc(Cl)cc2)n1)NC1CCCCCC1 | 2% | 7
CCOC(=O)CCNC(=O)NCCC1CCN(C(=O)Nc2cccc(Cl)c2)CC1 | -4% | -3
O=C(NCc1ccccc1Cl)[C@H]1CCCN1C(=O)[C@H]1CCCN1C(=O)c1cccs1 | -1% | -2
N#Cc1nc(-c2ccco2)oc1NCc1ccc(Cl)cc1 | ? | 1

Assay outcomes (PubChem BioAssay)
